# TRHR ag: agonists of human TRH receptor; P34981; 360,000 tested, 0.18% active; AID 493084; activation, % at 2 µM; TRHR cells, calcium flux fluo-8, FDSS agonist mode; in the data active = activation above about 30%; note: 0% is about no effect
#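 TRHR-expressing cells loaded with fluo-8 calcium dye; 23 nL library compound pin-transferred, kinetic FDSS fluorescence (Ex 480/Em 530) recorded about 180 s for agonist-induced calcium release, before a 10 nM TRH EC20 addition for potentiator mode.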
# TrxR1 substrate: rat thioredoxin reductase 1 substrate activity; O89049; purified TrxR1 substrate turnover, NADPH consumption readout; Potency, µM (series often up to 114 µM), without a hit: top-dose activity change, negative = substrate turnover; 390,000 tested, 0.01% active; AID 588456; note: potency is the fitted concentration of half-maximal effect; % is set by controls: 0 for no effect and ±100 for the full control effect; nearly all actives have a fitted effect of over 50% in size
#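 Rat TrxR1, dispensed at 90 nM, was prereduced with 400 uM NADPH (final) for 5 min at ~22 deg C, then incubated with compound 15 min before 400 uM selenite. A first-read NADPH fluorescence drop versus no-compound background flagged substrates.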
# D2 ag: D2 dopamine receptor (human) agonism. P14416. HEK293 T-REx D2 cells, calcium flux agonist mode. activation, % at 2 µM. 340,000 tested, 0.53% active. AID 485358;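 active = activation over 3 SD above normal in the single-dose calcium agonist read, cut at about 30% in these data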; note: 0% is about no effect
#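 HEK293 Trex D2 cells, tetracycline-induced, o/n 30 C 5% CO2; no-wash Ca dye, RT 30–90 min; 10-cycle baseline, 23 nl cpd added, kinetic Ca read 180 s; agonist hits = positive Ca response.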
# PI4K2A inh: blocks human PI4K2A kinase activity; 420,000 tested, 0.13% active; AID 1346378; purified PI4K2A, ADP-Glo luminescence, 1 h; active compounds read low; activity change, negative = inhibition, % at 76.9 µM; in the data active = activity change below about -50%; inconclusive = mostly about -30% to -49%;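 note: -100% = wells without enzyme as full effect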
# Target sequence (Q9BTU6 whole entry, looked up): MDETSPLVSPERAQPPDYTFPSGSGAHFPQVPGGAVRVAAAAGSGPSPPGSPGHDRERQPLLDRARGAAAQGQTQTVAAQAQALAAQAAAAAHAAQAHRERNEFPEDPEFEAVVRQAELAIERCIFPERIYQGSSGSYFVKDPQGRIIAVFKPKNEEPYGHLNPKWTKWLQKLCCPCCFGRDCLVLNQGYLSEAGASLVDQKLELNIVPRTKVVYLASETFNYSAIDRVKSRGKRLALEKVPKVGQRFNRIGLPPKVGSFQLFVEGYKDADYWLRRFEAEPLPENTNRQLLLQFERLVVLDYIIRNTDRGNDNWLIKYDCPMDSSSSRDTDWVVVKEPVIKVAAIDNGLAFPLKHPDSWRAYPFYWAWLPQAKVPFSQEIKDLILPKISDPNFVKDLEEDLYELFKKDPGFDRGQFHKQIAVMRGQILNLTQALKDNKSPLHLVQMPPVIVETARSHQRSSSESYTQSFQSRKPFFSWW
#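 PI4K2A activity was measured by ADP-Glo luminescence: enzyme (4 ug/mL stock) and phosphatidylinositol (1.2 mM stock) in Tris pH 7.5/MgCl2/EGTA/Triton X-100 buffer were reacted with ATP (300 microM stock) for one hour at ambient temperature.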
# IDH1 R132H inh: inhibitors of human mutant IDH1 R132H. AID 602179. IDH1-R132H enzyme, NADPH consumption, diaphorase/resazurin fluorescence. 390,000 tested, 0.093% active. Potency, µM (series often up to 76.6 µM), inactives show at the highest dose activity change, negative = inhibition, usual class: inhibitors. O75874; note: potency is the fitted concentration of half-maximal effect; % is set by controls: 0 for no effect and ±100 for the full control effect; nearly all actives have a fitted effect of over 65% in size
# Target sequence (O75874 whole entry R132H, stated change not applied): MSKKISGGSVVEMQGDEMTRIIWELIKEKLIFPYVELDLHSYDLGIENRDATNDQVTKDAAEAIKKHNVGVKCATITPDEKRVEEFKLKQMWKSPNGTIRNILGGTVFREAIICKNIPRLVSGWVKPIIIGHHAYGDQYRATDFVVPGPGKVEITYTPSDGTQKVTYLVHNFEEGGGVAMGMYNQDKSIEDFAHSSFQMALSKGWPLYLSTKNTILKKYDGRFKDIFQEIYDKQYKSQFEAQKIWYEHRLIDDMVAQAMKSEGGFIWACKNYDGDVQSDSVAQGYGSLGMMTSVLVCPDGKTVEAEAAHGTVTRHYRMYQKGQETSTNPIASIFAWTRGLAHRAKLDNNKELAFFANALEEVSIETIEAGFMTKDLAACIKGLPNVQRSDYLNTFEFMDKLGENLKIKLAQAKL
#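 IDH1-R132H (0.5 ug/mL dispensed) in pH 7.5 Tris buffer was preincubated 30 min with compound, then given a substrate mix of 0.016 mM NADPH and 2 mM alpha-KG for 80 min at room temperature; remaining NADPH was read by diaphorase/resazurin fluorescence.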
# TRHR PAM: allosteric enhancers of human TRH receptor; TRHR cells, fluo-8 calcium fluorescence, EC20 TRH enhancement; enhancement, % at 2 µM; 360,000 tested, 0.66% active; P34981; in the data active = enhancement above about 30%; note: 0% is about no effect
#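 Enhancer read-out: after compound pinning and an initial kinetic agonist-mode read, an EC20 of TRH (10 nM final) was injected and fluo-8 calcium signal (Ex 480/Em 530) followed at 1 s/cycle for 100 cycles in TRHR-expressing cells.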
# rTrxR1 inhibitor: inhibitors of rat thioredoxin reductase 1 | recombinant rTrxR1, NADPH fluorescence consumption, selenite substrate | AID 588453 | 390,000 tested, 1% active | Potency, µM (titrated, usually from 114 µM), for inactives: top-dose activity change, negative = inhibition, actives largely listed as inhibitors | O89049; note: potency is the fitted concentration of half-maximal effect; % is set by controls: 0 for no effect and ±100 for the full control effect; nearly all actives have a fitted effect of over 65% in size
#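 Rat TrxR1 (90 nM in the dispensed reagent) was pre-reduced with 400 uM NADPH for 5 min at room temperature, then incubated with compound for 15 min. After 400 uM selenite was added, NADPH fluorescence (Ex 340/Em 450 nm) was followed for 8 min.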
# D2 antagonist: antagonists of human D2 dopamine receptor | HEK293 TREx D2 cells, calcium flux, dopamine EC80 | AID 485344 | P14416 | 340,000 tested, 2% active | inhibition, % at 10 µM; in the data active = inhibition above about 30%; note: 0% is about no effect
#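 In this primary screen, negative modulation is detected by tracking calcium flux after an EC80 dopamine challenge in inducible HEK293 T-REx D2 cells preexposed to test compound for 180 s.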
# USP1-UAF1 inh: USP1/UAF1 (human) deubiquitinase inhibition; O94782; recombinant USP1/UAF1, Ub-Rhodamine cleavage fluorescence; Potency, µM (series often up to 57.1 µM), without a hit: top-dose activity change, negative = inhibition, most hits filed as inhibitors; 390,000 tested, 0.23% active; AID 743255; note: potency is the fitted concentration of half-maximal effect; % is set by controls: 0 for no effect and ±100 for the full control effect; nearly all actives have a fitted effect of over 60% in size; inactives centre near -12
#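 In this screen, compounds sit with the deubiquitinase complex (1nM) for 15 min at room temperature before Ub-Rho is added at 150nM final. Fluorescence rise is then followed for 6 reads every 60 seconds.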
# Active calls of the source: *; ? = inconclusive; nt = no result given; & = joins results of further samples; [ ] = another dose, or the depositor's remark. Unless noted, calls come from the whole dose curve; as a rule, active = well fitted inhibition curve with a large enough effect; inconclusive = small, poorly fitted or top-dose-only effect; inactive = no such curve, though single readings can be large or run the other way.
SMILES,TRHR ag,TrxR1 substrate,D2 ag,PI4K2A inh,IDH1 R132H inh,TRHR PAM,rTrxR1 inhibitor,D2 antagonist,USP1-UAF1 inh
CCc1noc(C)c1C(=O)N(CCC(C)C)c1c(N)n(Cc2ccccc2)c(=O)[nH]c1=O,0.7,10%[57.1 µM],0.7,-3,1%,-7,4%,-8,-25%
Cc1ccc(C)c(NC2=NCC(=O)N2c2ccc3c(c2)OCCO3)c1,-0.5,-9%,-0.3,1,7%,1,-13%,3,-14%
O=C(CCC(=O)N(CC(=O)NC1CCCCC1)Cc1ccc(F)cc1)Nc1nccs1,-1.6,-15%[57.1 µM],0.1,-1,2%,2,24%[57.1 µM],5,-17%
COC(=O)c1ccc(OCC(=O)c2ccc(C)c(C)c2)cc1,0.0,-6%[57.1 µM],0.6,-2,4%,-3,14%,-4,-20%
O=C(Nc1ccccc1F)N1CCC(NC(=O)C23CC4CC(CC(C4)C2)C3)CC1,2.2,5%,0.9,3,9%,1,13%,6,-16%
NC(=O)c1cc2cc(Br)ccc2oc1=NCc1ccccc1,0.0,10%[57.1 µM],-0.3,-10,6%,-2,-23%,-14,-5%
CCOc1ccc(Cl)cc1CNc1nnnn1CC,-0.5,2%,-0.2,4,7%,-10,22%,-9,-17%
Cc1cc(C)cc(NC(=O)c2ccc3c(O)c(S(=O)(=O)c4ccccc4)c(=O)[nH]c3c2)c1,-0.3,-5%,nt,0,-20%,-7,9%,nt,-4%
Cn1cccc1-c1cc(C(=O)N/N=C/C=C/c2ccccc2)[nH]n1,-0.7,-10%,0.6,-5,-7%,2,-20%,12,-18%
COc1ccccc1N1C(=NC(=O)CCc2ccccc2)SC2CS(=O)(=O)CC21 (stereo unspecified),0.4,-14%,0.4,1,-10%,0,-10%,5,-14%
CC(=O)N1CCN(C(=O)c2cc(-c3ccc(C)o3)nc3ccccc23)CC1,0.1,338%[activator],0.7,-3,5%,-2,6%,14,-22%
O=C(Nc1cccc(S(=O)(=O)N2CCOCC2)c1)c1ccccn1,-1.1,6%,-1.7,1,2%,3,27%,7,-13%
Cc1ccccc1C(=O)NCCOc1ccccc1Cl,-0.5,9%,0.7,4,8%,0,24%,3,-28%
COc1cccc(NC(=O)CCNS(=O)(=O)c2ccc3c(c2)oc(=O)n3C)c1,0.4&-0.6,1%&3%,0.8,-7&0,-6%&7%,-2&3,8%&12%,-5,-2%&-17%
O=C(Cn1cc(SCc2ccc(Br)cc2)c2ccccc21)N1CCCCC1,0.3,5%,-0.9,-3,?,-5,30%,nt,-5%

# Individual results from the entries so far.
# D2 ag, CCc1noc(C)c1C(=O)N(CCC(C)C)c1c(N)n(Cc2ccccc2)c(=O)[nH]c1=O : 0.7
# PI4K2A inh, CC(=O)N1CCN(C(=O)c2cc(-c3ccc(C)o3)nc3ccccc23)CC1 : -3

# The listing picks up with the 5 entries that preceded the break.
SMILES,TRHR ag,TrxR1 substrate,D2 ag,PI4K2A inh,IDH1 R132H inh,TRHR PAM,rTrxR1 inhibitor,D2 antagonist,USP1-UAF1 inh
CC(=O)N1CCN(C(=O)c2cc(-c3ccc(C)o3)nc3ccccc23)CC1,0.1,338%[activator],0.7,-3,5%,-2,6%,14,-22%
O=C(Nc1cccc(S(=O)(=O)N2CCOCC2)c1)c1ccccn1,-1.1,6%,-1.7,1,2%,3,27%,7,-13%
Cc1ccccc1C(=O)NCCOc1ccccc1Cl,-0.5,9%,0.7,4,8%,0,24%,3,-28%
COc1cccc(NC(=O)CCNS(=O)(=O)c2ccc3c(c2)oc(=O)n3C)c1,0.4&-0.6,1%&3%,0.8,-7&0,-6%&7%,-2&3,8%&12%,-5,-2%&-17%
O=C(Cn1cc(SCc2ccc(Br)cc2)c2ccccc21)N1CCCCC1,0.3,5%,-0.9,-3,?,-5,30%,nt,-5%
C[C@@H](CN=[N+]=[N-])CN1CC[C@H](O)CCC1=O,0.6,2%&-1%,0.6,-2,9%,-1,12%&6%,14,-21%
O=C(N/N=C/c1cccc([N+](=O)[O-])c1)c1ccncc1,-0.4,-1%,-1.2,4,10%,5,16%,-13,-25%
COc1ccc(CCNC(=O)COc2ccc3c(c2)OCO3)cc1,-0.6,6%,-0.2,0,30%[activator],0,?,-6,-11%
COc1cccc(N2CCN(S(=O)(=O)c3ccc(-n4cnnn4)cc3)CC2)c1,0.0&-1.7,3%&2%,0.4&-1.4,0&0,-1%&7%,-4&-4,20%&3%,6,?
COc1ccc2c(c1OC)CN(C)CCc1cc3c(cc1C(=O)C2)OCO3,-0.9,6%[57.1 µM],-2.8,5,-5%,0,22%[57.1 µM],-8,-16%
COc1ccccc1NC(=O)Cn1c(=O)c(N(C)C)c(N)n(C)c1=O,0.2,8%[57.1 µM],0.1,10,16%,2,1%[57.1 µM],-6,0%
COc1ccc(-n2c(C)c(C(C)=O)c3cc(OC(=O)COc4ccccc4)ccc32)cc1,0.8,-4%,0.5,1,3%,-5,22%,nt,-29%
Cc1csc(SCC(=O)NC2CCS(=O)(=O)C2)n1 (stereo unspecified),nt,11%,nt,7,1%,nt,46%[activator],nt,7%
CCc1nnc(NC(=O)C2c3ccccc3Oc3ccccc32)s1,3.7,-9%[57.1 µM],nt,-2,10%,-1,5%[57.1 µM],nt,-22%
COc1ccc(C(c2nnnn2Cc2ccccc2)N2CCN(c3nc4ccccc4s3)CC2)cc1 (stereo unspecified),0.8,7%[57.1 µM],0.0,-12,2%,11,9%[57.1 µM],-38,-2%
COc1ccc2nc(C(F)(F)C(F)(F)F)c(C#N)c(N)c2c1,1.9,1%,4.1,-1,4%,14,-12%,17,-20%
COc1cc(CO)ccc1OCC(=O)N1CCc2ccccc21,0.2,-1%,0.9,-4,-15%,0,17%,-9,-15%
NS(=O)(=O)c1cccc(NC(=O)CSc2nnc(-c3ccccc3F)n2C2CC2)c1,0.1,-5%,nt,-3,10%,-3,-3%,nt,-20%
Cc1ccc(S(=O)(=O)C2C(=O)NC3(C)CC2c2ccccc2O3)cc1 (stereo unspecified),-0.9,-6%,-1.9,3,12%,2,-8%,-6,-17%
COc1cc2c(C(=O)OCCN(C)C)c(CSc3ccccc3)n(C)c2cc1Br,0.0,4%[57.1 µM],0.9,5,12%,4,17%[57.1 µM],-19,-15%

# Just TrxR1 substrate (5 entries from above):
SMILES,TrxR1 substrate
CC(=O)N1CCN(C(=O)c2cc(-c3ccc(C)o3)nc3ccccc23)CC1,338%[activator]
O=C(Nc1cccc(S(=O)(=O)N2CCOCC2)c1)c1ccccn1,6%
Cc1ccccc1C(=O)NCCOc1ccccc1Cl,9%
COc1cccc(NC(=O)CCNS(=O)(=O)c2ccc3c(c2)oc(=O)n3C)c1,1%&3%
O=C(Cn1cc(SCc2ccc(Br)cc2)c2ccccc21)N1CCCCC1,5%

# (next part)
SMILES,TRHR ag,TrxR1 substrate,D2 ag,PI4K2A inh,IDH1 R132H inh,TRHR PAM,rTrxR1 inhibitor,D2 antagonist,USP1-UAF1 inh
CC1=C(C(=O)OCc2ccccc2)C(c2cccs2)NC(=O)N1CCCC(=O)O (stereo unspecified),-0.1,0%,-0.2,0,-12%,-3,7%,10,-2%
Cc1cccc2cc(CN(Cc3ccco3)S(=O)(=O)c3ccc4c(c3)OCCO4)c(=O)[nH]c12,0.2,8%,0.1,3,1%,-3,20%,-19,-4%
CC(=O)N(CCC1(c2ccc(C)cc2)CCOC(C(C)C)C1)Cc1ccco1 (stereo unspecified),-0.5,-2%,-1.7,2,5%,-3,1%,-31,-29%
CCn1cc(C(=O)N(C)CC(OC)OC)c(=O)c2cc(S(=O)(=O)N3CCOCC3)ccc21,0.7,-5%,0.6,1,6%,3,9%,2,-2%
COc1ccc(-c2ccc3c(N)c(C(=O)NCc4ccc(C)cc4)sc3n2)cc1,-1.2,12%,-1.7,-1,-5%,6,-2%,nt,-2%
Cc1ccc(OCC(=O)N2CCCCC2)c(Br)c1,-0.5,-6%,0.1,-1,-3%,-4,10%,-11,-2%
CN1CCCc2cc(C=O)ccc21,-0.4,-6%,0.9,-3,5%,0,?,2,-14%
CCN(CC(O)c1cccc(O)c1)C(=O)C12CC3CC(CC(C3)C1)C2 (stereo unspecified),0.9,1%,-1.7,-2,1%,7,7%,-7,-17%
CC(=O)Nc1ccccc1C(=O)N1CC(C)OC(C)C1 (stereo unspecified),0.3,5%[57.1 µM],0.8,-4,0%,3,9%,1,5%
CCOC(=O)c1ccccc1NC(=S)N1CCC(C)CC1,0.6,9%[57.1 µM],-0.2,-4,-1%,-2,7%[57.1 µM],4,-15%
CCCn1cc([C@@H]2C[C@H]3CN(Cc4cccc(Cl)c4)C(=O)[C@]34CCCN24)c(C)n1,0.3,-1%,-0.1,-5,-6%,-7,9%,-12,-6%
CC(C)C[C@H](NC(=O)c1[nH]cnc1C(=O)Nc1ccc(CNC(=O)OC(C)(C)C)cc1)C(=O)OCc1ccccc1,2.3,-15%,1.9,6,4%,-5,28%[57.1 µM],9,-16%
COc1cc(SC)ccc1C(=O)N1CCCCCC1,0.4,-8%,1.1,2,7%,-9,-6%,-3,1%

# Part of the list above in order of molecular weight, rising.
SMILES,TRHR ag,TrxR1 substrate,D2 ag,PI4K2A inh,IDH1 R132H inh,TRHR PAM,rTrxR1 inhibitor,D2 antagonist,USP1-UAF1 inh
CC(=O)Nc1ccccc1C(=O)N1CC(C)OC(C)C1 (stereo unspecified),0.3,5%[57.1 µM],0.8,-4,0%,3,9%,1,5%
COc1cc(SC)ccc1C(=O)N1CCCCCC1,0.4,-8%,1.1,2,7%,-9,-6%,-3,1%
CCOC(=O)c1ccccc1NC(=S)N1CCC(C)CC1,0.6,9%[57.1 µM],-0.2,-4,-1%,-2,7%[57.1 µM],4,-15%

# Screens (PubChem BioAssay)

# Outcome played no part in choosing rows. About 3.9% of those tested had a hit in this group.
